Screening results deposited in PubChem by several laboratories.
KOR beta-arrestin-1: KOR antagonists, beta-arrestin recruitment, cell-based, luminescence, uHTS (AID 1778); KOR beta-arrestin recruitment, luminescence, antagonist mode; higher % means a stronger effect; inhibition, % at 10 µM; hits with a dose series show IC50 in µM; 290,000 compounds, 0.091% hits; further: strong numbers were not always called active
NS5 inhibitors: Dengue-2 NS5 methyltransferase inhibitors, primary screen, biochemical, confirmation dose response (AID 588689); Dengue-2 NS5 methyltransferase capping enzyme assay, biochemical; higher % means a stronger effect; Genome polyprotein (Dengue virus type 2 (strain 16681-PDK53)); 340,000 compounds, 0.3% hits; one-dose inhibition, % at 25 µM; IC50 in µM for titrated hits; in the data active means a potency from the dose series; inconclusive means inhibition above about 29% without an active follow-up result
West Nile virus CPE: West Nile virus antiviral activity, cell-based, CPE readout (AID 1621); West Nile virus-infected cells, CPE inhibition; higher % means a stronger effect; CPE inhibition, % at 10 µM, or IC50 in µM where a hit was titrated; 290,000 compounds, 0.02% hits; in the data active means a potency from the dose series; inconclusive means CPE inhibition mostly from about 3.7% at the one dose, without a potency; inactive means the rest, 99 in 100 with CPE inhibition below about 2.2%; further: strong numbers were not always called active
NOD1 NF-kB reporter: NOD1 signaling inhibitors, primary screen, cell-based, luminescence, uHTS (AID 1578) | NOD1-driven NF-kB luciferase reporter cells, luminescence; higher % means a stronger effect | inhibition, % at 4 µM, or EC50 in µM where a hit was titrated | 290,000 compounds, 1% hits; in the data active means inhibition mostly above about 36%, no sharp cut-off; inactive means mostly below about 34%;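 further: HEK-293T reporter cells stimulated with the NOD1 agonist gamma-tri-DAP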
HIV fusion peptide: inhibitors of HIV fusion peptide binding, primary screen, biochemical, uHTS, fluorescence dequenching (AID 1986); 290,000 compounds, 0.3% hits; cell-free peptide binding, fluorescence dequenching, 30 min; higher % means a stronger effect; one-dose inhibition, % at 20 µM; IC50 in µM for titrated hits; in the data active means inhibition mostly above about 52%, no sharp cut-off; inactive means mostly below about 76%; further: some results filed as inactive read as strong as hits
AID2073: inhibitors of Mint1-CaV2.2 protein interaction, biochemical, HTRF (AID 2073). Voltage-dependent N-type calcium channel subunit alpha-1B (Homo sapiens). HTRF protein-protein interaction, Mint1-CaV2.2; higher % means a stronger effect. one-dose inhibition, % at 20 µM; IC50 in µM for titrated hits. 290,000 compounds, 0.19% hits; in the data active means inhibition mostly above about 51%, no sharp cut-off; inconclusive means no clear call, values can overlap the other calls; inactive means mostly below about 53%; further: some results filed as inactive read as strong as hits
NOD2 inhibition: NOD2 signaling inhibitors, cell-based, luminescence, uHTS, HEK293 (AID 1566). one-dose inhibition, % at 4 µM; EC50 in µM for titrated hits. HEK293 NOD2/NF-kB luciferase reporter, luminescence; higher % means a stronger effect. 290,000 compounds, 0.63% hits; further: many of its hits are not listed in these tables
KOR beta-arrestin-2: KOR agonists, beta-arrestin recruitment, primary screen, cell-based, luminescence, uHTS (AID 1777); one-dose activation, % at 10 µM; EC50 in µM for titrated hits; KOR beta-arrestin recruitment, luminescence; higher % means a stronger effect; Kappa-type opioid receptor (Homo sapiens); 280,000 compounds, 0.02% hits; in the data active means activation above about 50%, passing the limit was not always enough; further: a part of the inactive calls stands beside numbers as strong as those of hits
Yfh1-off respiration: enhancers of respiration in Yfh1-depleted yeast, dose response, Friedreich's ataxia, plus single-dose screen (AID 1465). 220,000 compounds, 0.074% hits. S. cerevisiae Yfh1-off respiration, WST-1 reduction, 72 h; higher fold induction means a stronger effect. fold induction at 50 µM, or EC50 in µM where a hit was titrated;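 active means fold induction of absorbance versus untreated yeast above a set limit, then at least 30% activation at any dose in follow-up; inconclusive means repeats straddling the limit, or above it without dose testing; inactive means fold induction below the set limit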;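 further: activators that raise dye reduction in frataxin-depleted yeast; strong numbers were not always called active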
NS5 inhibitors pilot replicate: also measured in NS5 inhibitors; calls as there; inhibition, %; measured here: pilot screen replicate inhibition
An asterisk follows results filed as active; i = inactive; ? = inconclusive; . = no result given; [ ] = another dose, or the depositor's remark. Unless noted, no stated cut-off is given here; in the data, active means inhibition above about 50%; inactive means the rest. These rows are one share of the data; count on the stated rates, not on these rows.

SMILES | KOR beta-arrestin-1 | NS5 inhibitors | West Nile virus CPE | NOD1 NF-kB reporter | HIV fusion peptide | AID2073 | NOD2 inhibition | KOR beta-arrestin-2 | Yfh1-off respiration | others
CCn1c(CC(=O)Nc2ccccc2)nnc1SCC(=O)Nc1nnc(C)s1 | -5% | -1% | 1.0% | -30% | 0.0% | 6% | -2% | -3.8% | .
Cc1ccc2c(c1)C(c1ccccc1)N(C(=O)c1c(F)cccc1Cl)CC(=O)N2 (configuration not stated) | 25% | -8% | -1.6% | -6% | -2.2% | 1% | 9% | -12% | .
O=C(Nc1ccc(S(=O)(=O)NCC2CCCO2)cc1)c1cnccn1 (configuration not stated) | -10%[20 µM] | 0% | -1.0% | -18% | -0.7% | 0% | -5% | . | i
COc1ccc(OCc2cc(C(=O)N3C[C@H]4CC[C@H]3C4)no2)c(Cl)c1 | -16% | 5% | -0.1% | -52% | 1.8% | 4% | -37% | 1.9% | .
COc1ccc(S(=O)(=O)N(C)CC(=O)N2CCN(c3ccc(F)cc3)CC2)cc1OC | 27% | -3% | -0.4% | -12% | 1.1% | -11% | -4% | . | i
CC(C)Oc1ccc(C(=O)Nc2ccc(N3CCCC3)cc2)cc1 | 11% | -3% | 0.9% | -25% | -2.4% | 25% | 1% | 0.9% | i
CC(=O)c1cccc(NC(=O)Nc2ccc(C)cc2)c1 | -8% | -10% | -0.1% | -28% | 0.6% | 1% | -31% | 2.0% | i
Cn1cc(S(=O)(=O)N2CCOCC2)cc1C(=O)Nc1ccc(Cl)cc1 | -11%[20 µM] | -3% | -0.4% | -4% | 0.5% | -1% | 17% | -7.3% | .
CSc1ccccc1C(=O)N1CCc2ccccc2C1 | 17% | -5% | 0.2% | -29% | -1.0% | -7% | 8% | -4.7% | i
CCOC(=O)N1CCN(C(=O)CS(=O)Cc2nc(-c3cccc(C)c3)oc2C)CC1 (configuration not stated) | -19% | 2% | -0.2% | 0% | 3.1% | 3% | 1% | 3.2% | i
COc1ccc(N2C(=O)CC(SC(C)C)C2=O)cc1 (configuration not stated) | -19% | -10% | 0.8% | -13% | -0.6% | 4% | -2% | -0.4% | i
COc1ccccc1-c1noc(CCCC(=O)NC2CCCC2)n1 | 8% | -4% | -1.1% | 9% | 1.0% | -6% | 14% | -0.8% | .
O=[N+]([O-])c1cnccc1Nc1ccccc1 | 4% | -1% | 0.1% | -3% | 2.0% | -6% | 5% | 3.3% | i
CCOC(=O)c1c(NC(C)=O)sc2c(O)cccc12 | 24% | -7% | -0.4% | -17% | -0.5% | 0% | 1% | 17% | i | NS5 inhibitors pilot replicate=1.5
CSc1ccc(S(=O)(=O)N2CC(=O)Nc3ccccc32)cc1 | 5% | -7% | -0.3% | -34% | -1.5% | -3% | -5% | -1.7% | .
O=C(Cc1cccs1)NCc1ccc(Cl)cc1 | 9% | -1% | -0.5% | -39% | 1.9% | 18% | -16% | -1.2% | .
CCOc1cc(NC(=O)c2ccccc2[N+](=O)[O-])c(OCC)cc1NC(=O)CC(C)C | -12% | -2% | 0.3% | -12% | 0.5% | -3% | 10% | -0.9% | i
O=C(CN1CCN(Cc2cccc(F)c2)CC1)Nc1ccccc1F | -28% | -1% | -0.7% | -5% | -0.9% | 6% | 5% | -2.6% | .
CCN(CC(=O)NC1CCS(=O)(=O)C1)c1nc(-c2cccnc2)nc2ccccc12 (configuration not stated) | 10% | -3% | 1.2% | 4% | 1.0% | 2% | 18% | -1.5% | i
O=C(CC12CC3CC(CC(C3)C1)C2)NCO | -9% | 1% | 0.0% | 7% | -1.9% | 6% | -2% | 0.1% | i
COc1ccc(-n2c(=O)c(NC(=O)c3ccccc3)c3n(c2=S)CCCCC3)cc1 | 14% | 1% | -0.8% | -27% | 2.4% | 7% | 6% | -0.8% | i
COc1ccc(CCN2CC(C(=O)Nc3ccc4c(c3)OCO4)CC2=O)cc1OC (configuration not stated) | -1% | -3% | 1.0% | -10% | 0.2% | 0% | 5% | 4.3% | i
COC(=O)CSc1[nH]c(=O)cc(C)c1C#N | 23% | -10% | 0.0% | -25% | 4.3% | 10% | 4% | 0.5% | i
COC(=O)Nc1ccc(S(=O)(=O)Nc2cc(OC)nc(OC)n2)cc1 | 3% | -3% | -0.2% | -24% | -0.7% | 0% | 3% | -0.4% | .
Cc1cc(NS(=O)(=O)c2ccc(NC(=O)/C=C/c3cccc(Cl)c3)cc2)no1 | 14% | -2% | 0.1% | 22% | 16% | 15% | -50% | -4.6% | .
COc1cccc(C(=O)NNC(=S)NC2CCCCC2)c1 | 20% | 1% | -0.6% | -6% | -2.8% | -28% | -34% | 19% | i
COc1ccc2c(c1)c(C(=O)N/N=C/c1ccc(Br)cc1)c(C)n2C | 3% | -7% | -0.1% | 8% | 0.3% | 13% | -24% | 2.7% | i
CCOc1cc(S(=O)(=O)NCc2ccco2)c(OCC)cc1-n1cnnn1 | -21% | -4% | ? | -24% | -1.8% | -5% | -6% | -5.1% | i
FCCCOc1ccc(-c2ccnc3ncnn23)cc1 | -3%[20 µM] | -3% | 0.2% | -30% | -0.1% | 32% | 15% | -4.8% | i
CCCc1cc(C(=O)OC)c(NC(=O)CCC(=O)O)s1 | -25%[20 µM] | -9% | 0.4% | -20% | -1.3% | 11% | 6% | -5.7% | i
CN1CCN(C(=S)Nc2ccc(Cl)cc2)CC1 | 12% | -2% | 0.1% | -41% | -2.2% | -14% | 5% | -6.9% | i
Cn1c(=O)[nH]c(Nc2ccccc2)c([N+](=O)[O-])c1=O | -8% | -2% | 0.2% | -12% | -0.4% | 3% | 3% | -3.9% | i
CCOc1ccc(-c2noc(CCC(=O)NC3CCCCC3)n2)cc1OC | -3% | -11% | -0.4% | -3% | 1.2% | 0% | -5% | 8.5% | .
O=c1[nH]c2c(c(=O)n1Cc1ccccc1)CCC2 | -3% | . | 0.2% | -6% | -0.9% | -7% | -1% | -2.6% | i
Cc1ccc(C(=O)NNC(=O)CSc2nnc(-c3ccccc3)n2Cc2ccccc2)cc1 | 16% | -8% | 0.6% | -8% | 2.4% | -11% | 3% | 2.1% | i
C=CCc1ccc(OCC(O)CN2CCc3ccccc3C2)c(OC)c1 (configuration not stated) | -60%[20 µM] | -7% | -1.1% | 0% | 2.1% | 0% | -21% | 1.6% | .
Cc1cc(C)n(CC(=O)NC2CCCCC2)n1 | 7% | -4% | 0.3% | -5% | -1.9% | -2% | -7% | -4.0% | i
CCN1CCN(CC(=O)Nc2sc3c(c2C#N)CCC3)CC1 | -17%[20 µM] | 8% | -1.0% | -9% | -1.7% | -6% | 22% | -6.6% | i
Cc1ccccc1OCCCC(=O)Nc1ccc(S(=O)(=O)Nc2onc(C)c2C)cc1 | -7% | -2% | -0.4% | 50% | 8.6% | 17% | -15% | 6.6% | .
C=CCOc1ccc(/C=C2\SC(=S)N(NS(=O)(=O)c3ccc(C)cc3)C2=O)cc1 | -29% | 33µM* | -0.9% | 2% | 62% | 31% | 16% | -3.4% | .
COc1ccc(/C=N/OC(=O)Nc2ccc(Cl)cc2)c(OC)c1 | -6% | -11% | 1.0% | -14% | 0.0% | 19% | -44% | -1.2% | i
COc1cccc(-c2nn3c(-c4ccccn4)nnc3s2)c1 | -11% | -9% | 0.3% | 2% | -0.2% | 18% | -15% | -4.5% | i | NS5 inhibitors pilot replicate=-6.5
CC(C)C(=O)NN1c2ccccc2CCc2ccccc21 | -1% | . | -0.1% | 15% | 0.7% | -8% | -2% | 1.5% | i
CCOC(=O)c1sc(NC(=O)COc2ccc3c(c2)OCO3)nc1C | -38% | 2% | 0.3% | -37% | 0.8% | 10% | -51% | 2.9% | .
COc1cc(/C=N/OCC(=O)Nc2ccc(OC(F)F)cc2)ccc1OCc1ccccc1 | -2% | -7% | -0.8% | -28% | 30% | 10% | -22% | 0.2% | i
COc1ccc(C(=O)n2nnc3ccccc32)cc1Br | -30% | -8% | -0.1% | 2% | -1.1% | -4% | -7% | -4.1% | i
CN(Cc1ccc(F)cc1Cl)S(=O)(=O)c1cccs1 | -2% | -15% | -0.4% | -10% | -1.2% | 10% | 2% | -2.9% | .
CCOc1ccccc1CN1CCN(Cc2cc(=O)c3ccccc3[nH]2)CC1CCO (configuration not stated) | -55%[20 µM] | -2% | -0.6% | -15% | 0.4% | -5% | 7% | -2.1% | .

Two records picked at random from those above, as already listed:
SMILES | KOR beta-arrestin-1 | NS5 inhibitors | West Nile virus CPE | NOD1 NF-kB reporter | HIV fusion peptide | AID2073 | NOD2 inhibition | KOR beta-arrestin-2 | Yfh1-off respiration | others
CCOc1ccccc1CN1CCN(Cc2cc(=O)c3ccccc3[nH]2)CC1CCO (configuration not stated) | -55%[20 µM] | -2% | -0.6% | -15% | 0.4% | -5% | 7% | -2.1% | .
COc1ccc(C(=O)n2nnc3ccccc32)cc1Br | -30% | -8% | -0.1% | 2% | -1.1% | -4% | -7% | -4.1% | i

Next part
SMILES | KOR beta-arrestin-1 | NS5 inhibitors | West Nile virus CPE | NOD1 NF-kB reporter | HIV fusion peptide | AID2073 | NOD2 inhibition | KOR beta-arrestin-2 | Yfh1-off respiration | others
CC1(C)CC(=O)C(C(c2cccnc2)C2C(=O)CC(C)(C)CC2=O)C(=O)C1 | 1% | 12% | 1.2% | 6% | -0.6% | 0% | 14% | -5.6% | i | NS5 inhibitors pilot replicate=-0.8
C=CCn1c(NCc2cc(Cl)ccc2O)nc2ccccc21 | -22%[20 µM] | -5% | -2.5% | -18% | -0.9% | 10% | 16% | 1.5% | .
C=CCSc1nnc2c(n1)OC(c1cccnc1)Nc1ccccc1-2 (configuration not stated) | -2% | -4% | 0.6% | -24% | -1.3% | 9% | -17% | -4.1% | i
CCOCCn1c(=O)c2c(nc3n2CC(C)CN3CCc2ccccc2)n(C)c1=O (configuration not stated) | -62% | -10% | -1.1% | -9% | -1.7% | -6% | 9% | -1.1% | .
COc1ccccc1S(=O)(=O)Cc1ccc(C(=O)NCc2cccnc2)o1 | -2% | -8% | -0.1% | -4% | -0.3% | -6% | 16% | -6.4% | i
CN(C)CCCOc1ccc2c(c1)Sc1ccccc1CC2=O | -42% | -3% | -0.5% | 47% | 0.2% | -8% | -16% | 12% | i
COC(=O)c1cc(C(=O)OCC(=O)Nc2ccccc2OC(F)F)cc([N+](=O)[O-])c1 | 28% | -7% | 0.0% | -25% | -1.7% | 4% | 9% | 0.6% | i
C=C(C)C(=O)Nc1cccc(C2=NOC3(C2)C[C@@H](C(N)=O)N(C(=O)c2ccc(OC)cc2)C3)c1 (some centres not stated) | 4% | 6% | 0.2% | -6% | 39% | . | 14% | 0.4% | i
Cc1cc(C)cc(-n2c(=O)c3ccccc3n(CC(=O)NCC3CCCO3)c2=O)c1 (configuration not stated) | -8% | -11% | -0.6% | 7% | -0.1% | 37% | 10% | -3.4% | .
